CHRM1 PAM – human M1 muscarinic receptor positive allosteric modulators, primary screen, CHO-K1 cells, Fluo-8 calcium fluorescence, 1536-well. Muscarinic acetylcholine receptor M1 (Homo sapiens), P11229. CHO-K1 hM1, ACh EC20; 0% = ACh EC20, 100% = maximal ACh. activation, % at 3 µM. hit rate 0.088% among 360,000. AID 588819, 2011; in the data active means activation above about 19%, passing the limit was not always enough
CHRM1 antagonist – human M1 muscarinic receptor antagonists, primary screen, CHO-K1 cells, Fluo-8 calcium fluorescence, 1536-well; Muscarinic acetylcholine receptor M1 (Homo sapiens), P11229; CHO-K1 hM1, ACh EC80 antagonist; inhibition, % at 3 µM; hit rate 1.3% among 360,000; AID 588852, 2011;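 active means percent inhibition above its own plate's cutoff, namely the mean of that plate's compound wells plus 3 SD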;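 further: peak over basal fluorescence ratio during 140 s after agonist addition; 0% = ACh EC80 plus DMSO and 100% = DMSO alone without agonist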
CHRM5 PAM – human M5 muscarinic receptor positive allosteric modulators, primary screen, CHO-K1 cells, Fluo-8 calcium fluorescence | activation, % at 3 µM | CHO-K1 hM5, ACh EC20 PAM; 0% = ACh EC20, 100% = ACh EC100 | hit rate 0.3% among 360,000 | Muscarinic acetylcholine receptor M5 (Homo sapiens), P08912 | AID 624038, 2012;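 active means activation above the run cutoff, the mean activation of all test compounds plus 3 SD, cut at about 18% in these data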
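system = human M5 receptor in CHO-K1 cells | compound = one concentration, 3 µM final (nominal) | schedule = Post-acetylcholine fluorescence recording 140 s | signal = Fluo-8 calcium dye fluorescence, kinetic read | benchmarks = low control EC20 acetylcholine (0%), high control EC100 acetylcholine (100%) | repeats = singlicate, one well per test compound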
CHRM5 antagonist – human M5 muscarinic receptor antagonists, primary screen, CHO cells, Fluo-8 calcium fluorescence. Muscarinic acetylcholine receptor M5 (Homo sapiens), P08912. CHO-hM5 cells, ACh EC80. inhibition, % at 3 µM. hit rate 0.59% among 360,000;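 active means inhibition above a per-plate cutoff, the mean of that plate's test compounds plus 3 SD, cut at about 27% in these data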;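 further: 0% = acetylcholine EC80 with DMSO and 100% = DMSO without agonist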
CHRM4 antagonist – human M4 muscarinic receptor antagonists, primary screen, CHO cells, Fluo-8 calcium fluorescence | hit rate 0.73% among 360,000 | inhibition, % at 3 µM | Muscarinic acetylcholine receptor M4 (Homo sapiens), P08173 | CHO-hM4 cells, ACh EC80 | AID 624125, 2012;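 active means inhibition above its plate's cutoff, the mean inhibition of sample wells plus 3 SD, cut at about 27% in these data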;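 further: 0% = acetylcholine EC80 with DMSO and 100% = DMSO without agonist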
Target sequence (P08173 whole entry, looked up): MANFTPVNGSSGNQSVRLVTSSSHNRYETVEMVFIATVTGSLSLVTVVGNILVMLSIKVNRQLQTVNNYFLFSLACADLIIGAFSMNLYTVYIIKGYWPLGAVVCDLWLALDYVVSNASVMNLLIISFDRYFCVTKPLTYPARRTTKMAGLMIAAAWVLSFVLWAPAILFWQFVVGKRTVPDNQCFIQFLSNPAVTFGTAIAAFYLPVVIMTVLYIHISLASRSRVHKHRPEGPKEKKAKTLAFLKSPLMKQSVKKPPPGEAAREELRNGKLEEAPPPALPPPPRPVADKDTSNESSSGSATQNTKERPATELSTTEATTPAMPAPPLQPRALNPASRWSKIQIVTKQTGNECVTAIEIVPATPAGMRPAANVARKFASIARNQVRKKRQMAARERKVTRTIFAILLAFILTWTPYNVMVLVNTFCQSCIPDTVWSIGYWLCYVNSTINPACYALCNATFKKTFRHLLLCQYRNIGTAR
M5 ag – human M5 muscarinic receptor agonists, primary screen, CHO-K1 cells, Fluo-8 calcium fluorescence. Muscarinic acetylcholine receptor M5 (Homo sapiens), P08912. CHO-K1 hM5 cells; 0% DMSO wells, 100% maximal acetylcholine response. activation, % at 3 µM. hit rate 0.19% among 360,000;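 active means activation above the run's mean over test compounds plus 3 SD, cut at about 23% in these data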;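 further: signal is peak over basal fluorescence ratio across the kinetic read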
TAAR1 agonist – human TAAR1 agonists, primary screen, Fluo-8 calcium fluorescence, CHO RD-HGA16 cells; activation, % at 3 µM; Trace amine-associated receptor 1 (Homo sapiens), Q96RJ0; hit rate 0.99% among 360,000; vehicle wells 0%, saturating PEA agonist 100%;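 active means activation above the mean activation of all test compounds in the run plus 3 SD, cut at about 38% in these data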
Target sequence (Q96RJ0 whole entry, looked up): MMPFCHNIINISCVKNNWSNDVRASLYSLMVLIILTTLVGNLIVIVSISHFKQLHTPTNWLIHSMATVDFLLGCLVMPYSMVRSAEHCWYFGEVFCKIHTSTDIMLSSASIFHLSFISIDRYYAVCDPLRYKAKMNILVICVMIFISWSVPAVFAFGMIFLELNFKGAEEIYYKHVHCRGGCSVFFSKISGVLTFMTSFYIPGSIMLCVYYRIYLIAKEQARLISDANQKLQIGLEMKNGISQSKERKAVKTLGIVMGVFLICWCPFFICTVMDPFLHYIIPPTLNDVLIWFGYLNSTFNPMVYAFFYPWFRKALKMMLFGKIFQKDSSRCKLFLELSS
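Test system: RD-HGA16 (CHO) cells co-expressing Gα16 and hTAAR1 | Doses: Single dose, 3 µM | Schedule: 17-24 h seeding, 75 min 37 °C dye, 30 min RT | Evaluation: % activation from peak over basal fluorescence ratio, DMSO-to-PEA scaled | Technique: Kinetic Fluo-8 calcium fluorescence | Benchmarks: Low control DMSO, high control PEA (EC100)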
CHRM1 agonist – human M1 muscarinic receptor agonists, primary screen, Fluo-8 calcium fluorescence, CHO-K1 cells, HTS; CHO-K1 hM1, agonist mode; 0% DMSO, 100% acetylcholine EC100; activation, % at 3 µM; hit rate 0.33% among 360,000; AID 588814, 2011;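 active means activation above the run's mean compound activation plus 3 SD, cut at about 16% in these data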;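 further: peak over basal fluorescence ratio within a 140 s kinetic read after compound addition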
CHRM4 agonist – human M4 muscarinic receptor agonists, primary screen, CHO-K1 cells, Fluo-8 calcium fluorescence. CHO-K1 hM4/Gqi5; vehicle 0%, full acetylcholine response 100%. activation, % at 3 µM. hit rate 0.14% among 360,000. AID 624127, 2012;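 active means activation above the run mean over all test wells plus 3 SD, cut at about 32% in these data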;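 further: peak over basal fluorescence ratio per well then scaled between controls; 0% = DMSO wells and 100% = acetylcholine at EC100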
* hit, by the source's call; / = not tested or not shown; & = joins results of further samples.

Structure,CHRM1 PAM,CHRM1 antagonist,CHRM5 PAM,CHRM5 antagonist,CHRM4 antagonist,M5 ag,TAAR1 agonist,CHRM1 agonist,CHRM4 agonist
C=CCN1[C@@H](Cc2ccccc2)COc2cc(N3CCSCC3)ccc2S1(=O)=O,/,/,-6,2,-7,0,2,/,1
Cc1ccc(/C=C/C(=O)N2CCN(S(=O)(=O)/C=C/c3ccccc3)CC2)o1,0,-5,-3,-2,0,2,-2,-3,1
CC(Oc1ccccc1)C(=O)N=C1SC2CS(=O)(=O)CC2N1Cc1ccccc1 (stereo not drawn),4,0,3,2,-5,-3,2,0,3
O=c1c(-c2cccnc2)nc2ccccc2n1C(CCc1ccccc1)c1nc2ccccc2[nH]1 (stereo not drawn),/,/,3,-2,19,-5,-1,/,-2
CCCc1cc(=O)oc2cc(OCC(=O)Nc3cc(C)on3)ccc12,7,-24,4,-8,5,-2,3,-2,1
N#Cc1ccc(C(=O)Nc2cccc(NC(=O)c3ccco3)c2)c(F)c1,-8,16,-17,8,-2,0,9,-3,17
C/C=C\C=C\C(=O)N1CC2(CC(c3cccc(NC(=O)CC)c3)=NO2)C[C@H]1C(N)=O (stereo partly drawn),11,-7,8,0,-13,5,5,0,1
Cc1cccc(NS(=O)(=O)c2ccc3c(c2)CCC(=O)N3)c1,-1&0,-9&0,-1&-8,1&22,5&12,2&-2,2&1,1&-2,3&1
Cc1ccc(C(=O)NCCCNC(=O)c2ccco2)cc1C,7,-3,-2,10,-3,-3,2,-6,1
Cc1c(C(=O)NCc2ccc(F)cc2)oc2ccc(S(=O)(=O)N3CCOCC3)cc12,-5,-1,-10,15,-6,1,20,-3,16

Further results follow:
Structure,CHRM1 PAM,CHRM1 antagonist,CHRM5 PAM,CHRM5 antagonist,CHRM4 antagonist,M5 ag,TAAR1 agonist,CHRM1 agonist,CHRM4 agonist
CC1(C)CC(=O)C=C(NNC(=O)c2ccccc2O)C1,2,-5,-5,6,13,0,9,-2,3
COc1ccc(CNC(=S)Nc2ccc(F)c(Cl)c2)cc1,-10,11,-11,17,-1,5,17,-3,14
COc1ccc(S(=O)(=O)NCCOc2ccccc2)cc1OC,11,-14,1,2,4,2,6,0,3
COc1ccccc1N(CC(=O)NCCN1CCOCC1)S(=O)(=O)c1ccc(C)cc1,15,-20,3,0,3,3,1,-4,1
Cn1c(/C=N/n2cnnc2)nc2ccccc21,3,-15,-5,1,3,3,1,-2,2
CC(C)(C)c1cc(-c2ccco2)c(C#N)c(SCC#N)n1,-7,-7,1,-7,-8,-9,4,-5,-1
O=C(Nc1ccccc1)N(O)c1ccc(Cl)cc1,6,-9,-6,3,-6,1,38*,5,2
CS(=O)(=O)Nc1ccc(C(=O)Nc2ccccc2C(=O)N2CCCC2)cc1,2,-4,8,-5,-8,8,11,-3,1
S=c1[nH]nc(-c2ccc(Cl)cc2)n1-c1cccnc1,11,0,-2,1,-12,2,-1,-1,0
COc1ccc2c(COC(=O)CCS(=O)(=O)c3ccc(C)cc3)cc(=O)oc2c1,9,-19,-6,3,-7,1,3,-1,12

Next part.
Structure,CHRM1 PAM,CHRM1 antagonist,CHRM5 PAM,CHRM5 antagonist,CHRM4 antagonist,M5 ag,TAAR1 agonist,CHRM1 agonist,CHRM4 agonist
CCCn1c(SCC(=O)Nc2ccc3c(c2)OCO3)nc2c1c(=O)n(C)c(=O)n2C,10,-5,1,3,10,1,5,-3,1
O=C(COC(=O)CCC(=O)c1ccc(F)cc1)Nc1cccc(S(=O)(=O)N2CCCC2)c1,3,-9,-8,3,-4,1,0,-4,5
Clc1ccc2nc(-c3ccccc3)c(Cc3ccccc3)n2c1,-10,21,9,-13,-3,-2,4,-5,-1
C=CCNC(=S)NNC(=O)CSc1nc2ccccc2s1,5,-11,-3,6,2,1,9,-2,1
CC(C)(C)c1cc2cccnc2n1Cc1cccc(F)c1,-14,11,-2,-7,5,-11,4,-6,1
CC(=O)Nc1cc(-c2ccccc2N(C)C)cn2c(-c3ccc(F)c(Cl)c3)cnc12,14,-16,-9,0,4,-1,1,2,2
COc1cccc(/C=N/Nc2ccc(Cl)nn2)c1,1,-15,-1,1,-6,-3,4,-1,3
O=C(COc1ccc(S(=O)(=O)N2CCCC2)cc1Cl)NCc1ccc2c(c1)OCO2,-2,5,-4,13,2,0,14,-1,9
COc1cc(C(=O)N2CCc3ccccc32)c([N+](=O)[O-])cc1OC,2,-3,0,0,0,1,0,-3,1
O=C(O)c1ccc(N2CCc3ccccc32)c([N+](=O)[O-])c1,11,-9,2,3,0,-3,0,-6,1

(list continues)
Structure,CHRM1 PAM,CHRM1 antagonist,CHRM5 PAM,CHRM5 antagonist,CHRM4 antagonist,M5 ag,TAAR1 agonist,CHRM1 agonist,CHRM4 agonist
O=C(O)Cc1cccc2ccccc12,12,-13,3,-4,-8,2,1,-4,3
S=C(NCc1ccco1)Nc1cc(Cl)c(Cl)cc1Cl,-16,15,-19,33*,-4,0,3,-5,7
Nc1ccccc1N=Cc1ccc(-c2cccc(Cl)c2)o1,3,3,-11,-1,4,-3,8,-12,9
NS(=O)(=O)c1ccc(Nc2nc(-c3cccc([N+](=O)[O-])c3)cs2)cc1,0,5,-13,8,0,10,7,-4,6
COCCOC1CCN(C(=O)c2cc(COc3ccc(-n4cncn4)cc3)on2)CC1,3,-4,-5,-2,0,0,4,-1,2
Cc1cc(C)n2nc(SCC(=O)N(C)Cc3ccccc3)nc2n1,-1,-6,-2,-8,-10,-2,-3,-3,2
Cc1nc([N+](=O)[O-])c(Br)n1CC(=O)c1ccc(F)cc1,14,-13,1,6,2,3,2,6,2
O=S(=O)(c1ccc(=S)[nH]c1)N1CCCCCC1,9,-6,2,11,6,0,0,-2,1
COc1cccc(NC(=O)CN(C)C(=O)c2oc3c(ccc4ccccc43)c2C)c1,5,-13,-2,7,2,0,5,-1,1
C(=C\c1ccccc1)/CN1CCN(Cc2ccc3c(c2)OCO3)CC1,-23,31,3,12,12,-21,2,-7,0

Further compounds:
Structure,CHRM1 PAM,CHRM1 antagonist,CHRM5 PAM,CHRM5 antagonist,CHRM4 antagonist,M5 ag,TAAR1 agonist,CHRM1 agonist,CHRM4 agonist
CSCC[C@H](NC(=O)[C@@H]1CSC2c3ccccc3C(=O)N21)C(=O)N1CCC[C@H]1CO (stereo partly drawn),4,-12,-1,2,4,-1,1,-2,0
Cc1ccc2nc(Nc3nc(C)cc(C(F)(F)F)n3)nc(C)c2c1,14,-13,3,-5,-8,2,0,1,1
CC(=O)c1c(C)[nH]c(C(=O)NNC(=O)c2ccc(Br)cc2)c1C,3,-5,-5,12,-11,2,8,-2,2
COc1cc(CCNc2ccc3nnc(-c4ccccc4)n3n2)cc(OC)c1OC,-3,1,-9,6,-14,4,10,2,16
Cc1ccc2nc(SCC(=O)Nc3cccc([N+](=O)[O-])c3)[nH]c2c1,1,5,-13,4,1,-1,6,-5,7
Cc1cc(NC(=O)C2C3C(=O)N(CCC(C)C)C(C(=O)NCc4ccccc4)C34C=CC2(C)O4)no1 (stereo not drawn),6,-10,1,1,3,-2,9,-3,0
N/C(=N\OC(=O)c1ccc2c(c1)OCO2)c1cccnc1,7,-8,-3,-8,2,-3,0,-5,1
O=C(c1ccc(Br)o1)N1CCN(c2ccc(F)cc2)CC1,0,-4,-11,9,-5,-3,3,-4,1
Cc1cc(C)n2cc(CSc3ncccc3C(=O)O)nc2n1,8,-12,1,-1,-7,0,1,-3,1
COc1cccc(-c2nnc(NC(=O)c3cccs3)s2)c1,8,-5,-6,3,1,0,8,-5,1

(list continues)
Structure,CHRM1 PAM,CHRM1 antagonist,CHRM5 PAM,CHRM5 antagonist,CHRM4 antagonist,M5 ag,TAAR1 agonist,CHRM1 agonist,CHRM4 agonist
O=C(CCc1nnc2ccc(NCc3ccccc3)nn12)NCC1CCN(C2CCCC2)C1 (stereo not drawn),-15,30,2,7,2,-7,0,-6,1
O=C(CN1CCN(C(=O)CNC(=O)c2ccc(N3CCCC3=O)cc2)CC1)Nc1ccccc1Cl,3,-1,-2,0,-14,1,8,2,1
COCCCn1c(SCC(=O)N2CCOCC2)nc2cc(Cl)ccc2c1=O,11,-7,2,4,-18,4,3,-3,3
COc1cc(C(=O)Nc2nc3ccccc3[nH]2)ccc1OC(F)F,12,-24,3,3,5,-3,2,-4,8
Cc1ccc2nc(-c3cccnc3)c(Nc3ccccc3C)n2c1,3,-8,0,3,1,-3,-1,-5,4
CCN(CC)c1ccc(NC(=O)c2ccco2)cc1,-1,5,-3,4,-7,0,8,-10,0
COCCNC(=O)/C(C#N)=C/c1cccc(/C=C(\C#N)C(=O)NCCOC)c1,5,7,0,2,17,-3,3,0,0
COC(=O)c1ccc(CN(c2ccc(C(=O)O)c(O)c2)S(=O)(=O)c2ccc(Cl)c([N+](=O)[O-])c2)cc1,-4,4,-10,10,-3,-3,6,-3,5
CC(C)c1ccc(CNC(=O)CSCC(=O)Nc2ccc3ccccc3c2)cc1,-5,10,2,6,-8,-1,18,-5,0

Screening data from PubChem.

An excerpt; the hit share may differ from the screen's.
